Assay outcomes deposited in PubChem BioAssay by National Center for Advancing Translational Sciences (NCATS).
Tb PFK block = qHTS Assay to Find Inhibitors of T. brucei phosphofructokinase. T. brucei PFK, ADP-Glo luminescence. ATP-dependent 6-phosphofructokinase (Trypanosoma brucei brucei), O15648. 0.17% of 330,000 active. Potency, µM (highest dose often 57.5 µM), for the others: at the highest dose activity, negative = inhibition, usual class: inhibitors;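 note: potency is the fitted concentration of half-maximal effect; 0% = uninhibited 1x PFK enzyme wells and -100% = no-enzyme wells; nearly all actives have a fitted effect of over 60% in size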
Target sequence (O15648 whole entry, looked up): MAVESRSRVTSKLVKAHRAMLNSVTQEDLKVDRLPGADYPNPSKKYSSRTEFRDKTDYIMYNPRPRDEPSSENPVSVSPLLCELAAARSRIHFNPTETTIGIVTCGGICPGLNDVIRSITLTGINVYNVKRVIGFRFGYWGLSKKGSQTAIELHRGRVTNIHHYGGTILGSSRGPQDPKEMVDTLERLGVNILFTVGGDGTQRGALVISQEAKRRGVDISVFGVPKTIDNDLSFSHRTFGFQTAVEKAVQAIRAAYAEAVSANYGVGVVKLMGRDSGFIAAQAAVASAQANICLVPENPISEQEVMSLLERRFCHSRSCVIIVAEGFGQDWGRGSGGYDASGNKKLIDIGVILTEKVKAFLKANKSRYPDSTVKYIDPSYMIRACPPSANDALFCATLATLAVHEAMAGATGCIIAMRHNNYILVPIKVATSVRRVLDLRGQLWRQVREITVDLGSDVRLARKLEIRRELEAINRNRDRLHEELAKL
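Luminescent ADP detection (ADP-Glo, two-step: ATP depletion then ADP-to-ATP conversion for luciferase) reported PFK activity after 45 min room-temperature reaction of 1.25 nM enzyme with 0.5 mM F6P and 0.1 mM ATP at pH 8.0.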
TSHR antagonist = Antagonists of the Thyroid Stimulating Hormone Receptor: HTS campaign; Thyrotropin receptor (Homo sapiens), P16473; TSHR-expressing cells, TSH-stimulated cAMP HTRF, 2 h; stronger effect = lower value; activity change, negative = inhibition, % at 11.5 µM; 0.2% of 330,000 active; AID 504810, 2011;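 active = activity change below a set negative limit, meaning inhibition stronger than a set level, cut at about -70% in these data; inconclusive = activity change between two set negative limits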; note: % is set by controls: 0 for no effect and ±100 for the full control effect
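Competitive HTRF cAMP read-out (cryptate anti-cAMP antibody, cAMP-d2; 30 min, room temperature) in freshly harvested TSHR cells. Compounds added before TSH at EC80 (4nM final), followed by 2 hours' incubation at 37 deg C.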
Eya2 phos inh = qHTS Assay for Inhibitors of the Phosphatase Activity of Eya2; recombinant Eya2, OMFP fluorescence dephosphorylation (OMFP is methylfluorescein phosphate); 0.006% of 330,000 active; Potency, µM (top dose mostly 76.9 µM), for the others: top-dose activity, negative = inhibition, hits mostly inhibitors; Protein phosphatase EYA2 (Homo sapiens), O00167; note: potency is the fitted concentration of half-maximal effect; % is set by controls: 0 for no effect and ±100 for the full control effect
Target sequence (O00167 whole entry, looked up): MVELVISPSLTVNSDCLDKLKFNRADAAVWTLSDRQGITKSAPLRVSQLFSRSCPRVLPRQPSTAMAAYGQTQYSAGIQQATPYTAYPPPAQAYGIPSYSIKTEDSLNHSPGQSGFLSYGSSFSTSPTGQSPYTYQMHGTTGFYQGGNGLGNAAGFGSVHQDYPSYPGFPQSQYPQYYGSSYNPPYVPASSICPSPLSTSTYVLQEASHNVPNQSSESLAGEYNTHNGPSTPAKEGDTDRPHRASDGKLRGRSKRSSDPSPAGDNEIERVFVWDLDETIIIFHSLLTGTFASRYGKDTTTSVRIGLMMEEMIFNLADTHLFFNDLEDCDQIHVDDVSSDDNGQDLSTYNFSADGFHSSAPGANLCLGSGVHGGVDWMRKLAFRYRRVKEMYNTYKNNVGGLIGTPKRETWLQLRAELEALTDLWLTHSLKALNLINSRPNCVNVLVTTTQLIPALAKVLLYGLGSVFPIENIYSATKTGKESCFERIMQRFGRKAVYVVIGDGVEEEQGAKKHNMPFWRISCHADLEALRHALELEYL
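Eya2 protein (added as 0.2 uM solution) was preincubated with compound for 10 min at ambient temperature in 50 mM HEPES pH 7.5, 50 mM NaCl, 5 uM MgCl2, 0.05% BSA, 1 mM DTT. OMFP (added at 50 uM) then reacted 10 min; fluorescence read at 485/525 nm.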
AT treatment = qHTS Assay for Identifying a Potential Treatment of Ataxia-Telangiectasia | […] A-T fibroblasts, KAP-1 phosphorylation AlphaLISA; neocarzinostatin DNA damage 30 min before lysis | Potency, µM (top dose mostly 57.5 µM), inactives show at the top dose activation, hits mostly activators | 0.19% of 320,000 active | AID 485349, 2010; note: potency is the fitted concentration of half-maximal effect; % of control where 0% means no effect; nearly all actives have a fitted effect of over 45% in size
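hTERT-immortalized A-T patient fibroblasts ([…]), 500 cells/well in OPTI-MEM, 1% FBS, got compounds for 60 min, then NCS for 30 min at 37C. Lysates were then assayed for phospho-KAP-1 by AlphaLISA (anti-pKAP1 donor, anti-KAP1 acceptor beads), 6 hr at 25C.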
ELG1 DNA repair = qHTS screen for small molecules that inhibit ELG1-dependent DNA repair in human embryonic kidney (HEK293T) cells expressing luciferase-tagged ELG1; HEK293T ELG1-luciferase reporter, luminescence, 16 h; DNA damage induced by 5-fluorouridine; AID 504467, 2011; 2.3% of 330,000 active; Potency, µM (doses to about 46.1 µM), for inactives: at the highest dose activity change, negative = inhibition, usual class: inhibitors; note: potency is the fitted concentration of half-maximal effect; % is set by controls: 0 for no effect and ±100 for the full control effect; nearly all actives have a fitted effect of over 55% in size
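5-Fluorouridine DNA damage + compound/DMSO, 2,000 cells/well, 16 h, 37 °C/5% CO2. ONE-Glo, 30 min RT, luminescence. Readout = decrease in reporter signal.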
BCR signal inh = qHTS Assay to Find Inhibitors of Chronic Active B-Cell Receptor Signaling; ABC-DLBCL IkBa-CBG/CBR reporter, luminescence ratio, 4 h; Potency, µM (highest dose often 46.1 µM), for the others: at the top dose ratio change, negative = lower green/red ratio, hits mostly inhibitors; 0.05% of 340,000 active; AID 493014, 2011; active = well fitted inhibition curve with a large enough effect in the signal ratio, with a control signal flat, not every such curve was filed as active; inconclusive = small, poorly fitted or top-dose-only effect, or effect the other way, or a change in a side signal; the % refers to the signal ratio;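 note: potency is the fitted concentration of half-maximal effect; plate controls were basal doxycycline-induced cells for no effect and cells given 10 µM MG132 for full effect; MG132 reads +100%, hits lower the ratio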
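Doxycycline induced both beetle luciferases in TMD8 lymphoma cells; IKK-driven degradation limits the IkappaBalpha-fused green signal, while red luminescence normalises for cell number and nonspecific effects. Compounds tested up to 46 uM, 4 hrs.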
PTAP TSG101 blk = qHTS Assay for Iinhibitors of HIV-1 Budding by Blocking the Interaction of PTAP/TSG101 | Potency, µM (series often up to 115 µM), without a hit: top-dose activity change, negative = inhibition, most hits filed as inhibitors | AID 493005, 2010 | Fluorescence polarization, FITC-PTAP peptide / Tsg101 binding | 340,000 tested, under 10 active; active = well fitted inhibition curve with a large enough effect in the main read-out, with a control signal flat, not every such curve was filed as active; inconclusive = small, poorly fitted or top-dose-only effect, or effect the other way, or a change in a side signal; inactive = no such curve, though single readings can be large or run the other way; note: potency is the fitted concentration of half-maximal effect; % of control where 0% means no effect
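Compounds were pin-transferred onto Tsg101 binding domain (10 uM final) in HEPES pH 7.5 buffer, then FITC-PTAP peptide was added at 50 nM final. After 20 min at RT, polarization reported peptide displacement across a qHTS concentration series.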
TCR act = Activators of T cell receptors: qHTS campaign; primary human leukocytes, anti-CD3, IL-2 HTRF, 48 h; Potency, µM (doses to about 9.22 µM), without a hit: at the top dose activation of IL-2 secretion, usual class: activators; 330,000 tested, under 10 active; note: % of control where 0% means no effect
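Human primary leukocytes + a-CD3 beads + cpd, 48 hr; IL-2 in supernatant by HTRF (ex 320nm / em 665nm). No co-stimulatory signal supplied.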
Mito fusion act = qHTS Assay for Small Molecule Inhibitors of Mitochondrial Division or Activators of Mitochondrial Fusion; S. cerevisiae fusion-defective mutant growth rescue, CellTiterGlo 48 h; 0.23% of 320,000 active; AID 485298, 2010; Potency, µM (series often up to 46.1 µM), for the others: at the highest dose growth rescue (activation), hits mostly activators;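 note: potency is the fitted concentration of half-maximal effect; % of control where 0% means no effect; nearly all actives have a fitted effect of over 45% in size; temperature-sensitive fusion mutants such as fzo1-1 at 37 °C on non-fermentable ethanol glycerol medium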
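S. cerevisiae fusion-defective temperature-sensitive mutants (e.g. fzo1-1, mgm1-5) grown 48 h at 37C in YPEG (ethanol/glycerol non-fermentable) medium with 23 nl compound per well; growth rescue read as CellTiterGlo luminescence.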
Integrin act MD = qHTS for Activators of Integrin-Mediated Alleviation for Muscular Dystrophy | alpha7betagal myoblasts, beta-gal FDG fluorescence, 48 h | Potency, µM (top dose mostly 38.3 µM), for inactives: at the top dose activation, actives largely listed as activators | 0.064% of 350,000 active;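 note: potency is the fitted concentration of half-maximal effect; 100% = response of the positive control SU9516; nearly all actives have a fitted effect of over 60% in size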
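Alpha7betagal+/- myoblasts (passage 13) were plated 16-24 hr, then exposed to compounds (1:260 dilution of DMSO stock) for 48 hours at 37C. After MPER lysis, β-galactosidase reporter activity was read as FDG fluorescence (ex 480/em 540) after 30 minutes.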
S-ASM inh = Inhibitors of Secretory Acid Sphingomyelinase (S-ASM): qHTS | Potency, µM (series often up to 57.5 µM), without a hit: at the top dose activity change, negative = inhibition, actives largely listed as inhibitors | 0.006% of 340,000 active | placental ASM, HMU-PC fluorogenic substrate, 60 min | Sphingomyelin phosphodiesterase (Homo sapiens), P17405; note: potency is the fitted concentration of half-maximal effect
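HMU-PC0 cleavage (9 uM final) by human placental ASM, 60 min at 37 °C following 10 min compound exposure at RT; stopped at pH 10, fluorescence Ex 386/Em 447 nm.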
The depositor's hits bear a star; ? = inconclusive; · = no result given; [ ] = dose if it differs, or a comment. Unless noted, calls come from the whole dose curve; as a rule, active = well fitted curve in the direction sought with a large enough effect; inconclusive = small, poorly fitted or top-dose-only effect, or another doubt; inactive = no such curve, though single readings can be large; an effect the other way counts as inactive or inconclusive.

structure	TSHR antagonist	ELG1 DNA repair	TCR act	Tb PFK block	AT treatment	S-ASM inh	PTAP TSG101 blk	Mito fusion act	Eya2 phos inh	BCR signal inh	Integrin act MD
Cc1ccc(NC(=O)C2c3ccccc3Oc3ccccc32)nc1	-16	25%	2%	-1%	0%	-1%	-2%	11%	0%	27%	16%
CCCC1=C(C(=O)OCC)C(c2cc(Cl)cc(OC)c2OCC(=O)OCC)NC(=O)N1 (centres undefined)	-1	?	-7%	-5%	2%	1%	-5%	6%	-3%	1%	-15%
O=C1OC(=O)c2cc([N+](=O)[O-])ccc21	24	?	-7%	13%	-26%	0%	0%	-10%	13%	-2%	·
COc1ccc2nc(C)cc(NCc3ccc(F)cc3)c2c1	7	?	-1%	1%	-5%	261%[activator]	?	-2%	22%	?	-61%[inhibitor]
O=C(NCc1ccccn1)c1ccc([N+](=O)[O-])cc1	16	9%	0%[46.1 µM]	0%	3%	3%	0%	12%	-6%	5%	0%
CCn1nc(C(=O)NCC2COc3ccccc3O2)c2ccccc2c1=O (centres undefined)	-9	?	4%	1%	-2%	-9%	-5%	11%	3%	10%	-19%
CCOc1ccccc1NC(=O)C(NCCN(C)C)c1ccccc1 (centres undefined)	11	-5%	0%	-4%	-5%	2%	0%	3%	-3%	9%	-4%
CCOc1ccccc1CN1CCNC(=O)C1CC(=O)NCc1nccn1CC (centres undefined)	15	17%	-6%	-1%	-3%	·	-2%	-2%	-11%	-1%	-19%
CCCS(=O)(=O)N1CCC(C(=O)NCCN2CCC(Cc3ccccc3)CC2)CC1	2	-2%	3%	1%	-7%	-1%	-9%	-8%	4%	13%	-14%
O=S1(=O)CCO[C@H]2Cc3ccccc3[C@H]2N1Cc1ccc(Cl)cc1	25	-20%	6%	0%	-4%	-21%	-3%	5%	-4%	2%	30%
COc1cccc(CNC(=O)CS(=O)(=O)Cc2nc(-c3ccc(C)cc3)oc2C)c1OC	2	8%	2%	4%	2%	-22%	-3%	8%	14%	-1%	10%
CCN1CCc2c(sc(NC(=O)c3ccc(S(=O)(=O)N4CCOCC4)cc3)c2C(=O)OC)C1	6	-14%	-1%	11%	-5%	26%	-2%	-1%	1%	-5%	-37%
O=C(NCc1ccc(F)cc1)c1cc2ccccc2o1	33	24%	-4%	?	5%	-2%	-1%	16%	?	4%	12%
Cc1ccccc1NC(=O)Cc1nc(COC(=O)CCNS(=O)(=O)c2ccccc2)cs1	13	-3%	1%	10%	6%	3%	-4%	-6%	-16%	-2%	-15%
COc1ccc(/C=C/C(=O)NC(=S)Nc2ccc(S(N)(=O)=O)cc2)cc1	2	-1%	4%	-4%	7%	7%	-4%	-3%	-8%	0%	16%
Nc1nonc1C(=Nc1ccc(Br)cc1)NO	-1	15%	-55%	0%	3%	-12%	-4%	0%	6%	?	-5%
O=C(c1ccccc1)N(Cc1ccc2c(c1)OCO2)Cc1nc2ccccc2c(=O)[nH]1	-1	?	5%	5%	2%	2%	-8%	13%	-4%	-3%	-3%
Cc1c(Cl)cccc1NC(=S)N(CCCN1CCOCC1)Cc1cccs1	-5	-1%	-5%[46.1 µM]	-2%	0%	2%	2%	-4%	5%	-4%	-16%
O=C(CN1CCN(Cc2ccccc2)C1=O)NCc1ccc(Cl)cc1	9	0%	-4%	-3%	-2%	1%	2%	-3%	16%	16%	-3%
CCCCN(C(=O)CNC(=O)c1ccco1)C(C(=O)NC1CCCC1)c1ccc(OC)cc1 (centres undefined)	12	-5%	-4%	1%	2%	3%	-4%	4%	-25%	-13%	-8%
CCn1nnnc1SCC(=O)NNC(=O)C1CCCCC1	-1	2%	3%	-4%	0%	0%	-3%	-6%	-20%	-1%	-13%
COCC(=O)N(Cc1cc2ccc(C)cc2[nH]c1=O)c1cccc(C)c1	-7	13%	-2%	1%	-2%	0%	-6%	1%	-4%	0%	-29%
CCCCC[C@]12Cc3cc(OC)c(OC)cc3C(O1)c1c(cc(C)n(-c3ccccc3)c1=O)O2	·	·	·	-4%[11.5 µM]	-1%[11.5 µM]	·	·	-6%[9.22 µM]	-6%[15.4 µM]	9%[9.22 µM]	·
Cc1ccc(-c2csc(NC(=O)c3cc([N+](=O)[O-])ccc3N3CCOCC3)n2)cc1	2	17%	1%	-6%	1%	-11%	-4%	-3%	13%	2%	-8%
COc1ccccc1NS(=O)(=O)c1ccc(NC(=O)c2ccccn2)cc1	16	0%	-7%	0%	1%	-9%	-3%	14%	3%	7%	-11%

Remaining list, next part.
structure	TSHR antagonist	ELG1 DNA repair	TCR act	Tb PFK block	AT treatment	S-ASM inh	PTAP TSG101 blk	Mito fusion act	Eya2 phos inh	BCR signal inh	Integrin act MD
COc1ccc(C(=O)NC(=S)Nc2ccc([N+](=O)[O-])cc2C)cc1OC	-2	0%	-5%	-14%	-3%	-2%	-3%	6%	1%	10%	-17%
CS(=O)(=O)N(Cc1cc2ccccc2[nH]c1=O)C1CCCCC1	15	?	3%	2%	6%	-3%	-13%	-1%	-13%	-14%	5%
CC(C)(C)C(=O)Nc1nnc(CCc2ccccc2)s1	10	?	-2%	-9%	7%	9%	-2%	-12%	8%	-3%	39%
CC(C)Cc1ccc(C(C)C(=N)N)cc1 (centres undefined)	5	-13%	-19%	-8%	-3%	0%	4%	6%	0%	?	-17%
CCOc1ncccc1C(=O)OCC(=O)c1cc(OC)c(OC)c(OC)c1	-1	2%	1%	4%	9%	-1%	-1%	0%	-16%	?	-11%
COC(=O)c1ccc(Cn2nc(-c3ccc(C)cc3)ccc2=O)cc1	1	4%	-5%	-6%	-7%	-22%	-4%	7%	-22%	-2%	?
O=C1Cc2ccccc2C(c2ccc(Br)cc2)N1 (centres undefined)	3	?	12%	-4%	1%	-1%	-6%	2%	8%	-26%	-7%
CC(=O)N/C(=C\c1ccccc1)C(=O)OCC(=O)NC(=O)c1ccccc1	·	18%	5%	3%	9%	5%	-7%	-4%	-4%	2%	-16%
COc1ccccc1C(=O)NC(=O)COC(=O)CCNS(=O)(=O)c1ccccc1	1	3%	2%	-4%	3%	1%	0%	-1%	11%	0%	0%
COc1cccc(-c2nnn(CC(=O)N3CCCCC3)n2)c1	-1	?	1%	1%	-6%	1%	-7%	3%	?	0%	7%
CN(C)S(=O)(=O)c1ccc2c(c1)c(=O)c(C(=O)N1CCN(c3ccccn3)CC1)cn2C	8	1%	-6%	2%	-2%	3%	0%	-1%	-6%	?	1%
COC(=O)Nc1nc(C)c(C(=O)N(C)C)s1	-6	12%	-1%	-1%	3%	0%	-6%	3%	19%	6%	7%
CCCCNC(=O)O/N=C(\N)CS(=O)(=O)C(C)(C)C	-3	-16%	7%	0%	6%	-2%	-2%	1%	6%	9%	4%
Cc1nc2ncccn2c1-c1csc(Nc2ccc(O)cc2)n1	-14	?	6%	3%	1%	-4%	2%	3%	6%	?	-30%
CCCC(O)(CCC)C(=O)NN1CCCCC1	7	10%	-3%	0%	-14%	2%	-6%	-2%	15%	-8%	-6%[7.66 µM]
O=S(=O)(/N=C(\[O-])C[n+]1ccccc1)c1ccc(Cl)cc1	4	20%	4%	0%	4%	4%	-4%	0%	-2%	-1%	17%
COc1cc(C(=O)NCC(=O)Nc2c(C)cccc2C)ccc1OCC(=O)N1CCOCC1	-5	-18%	3%	-2%	6%	-1%	-1%	·	-11%	-2%	-14%
